Screens (PubChem BioAssay)
TCR act: Activators of T cell receptors: qHTS campaign; primary human leukocytes, anti-CD3, IL-2 HTRF, 48 h; 330,000 tested, under 10 active; Potency, µM (highest dose often 9.22 µM), for inactives: at the top dose activation of IL-2 secretion, most hits filed as activators; also: % of control where 0% means no effect
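Human primary leukocytes + a-CD3 beads + cpd, 48 hr; IL-2 in supernatant by HTRF (ex 320nm / em 665nm). No co-stimulatory signal supplied.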
ELG1 repair inh: qHTS screen for small molecules that inhibit ELG1-dependent DNA repair in human embryonic kidney (HEK293T) cells expressing luciferase-tagged ELG1; HEK293T ELG1-luciferase reporter, luminescence, 16 h; DNA damage induced by 5-fluorouridine; hit rate 2.3% among 330,000; Potency, µM (highest dose often 46.1 µM), without a hit: top-dose activity change, negative = inhibition, usual class: inhibitors; AID 504467, 2011; also: potency is read from the fitted curve at half-maximal effect; % is scaled to controls: 0 for no effect and ±100 for the full control effect; nearly all actives have a fitted effect of over 55% in size
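Quantitative HTS, concentration-response format. 2,000 cells/well co-treated with 5-fluorouridine and compound, 16 hr in 5% CO2 at 37 °C; ONE-Glo luminescence read after 30 min.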
p53 reactivator: qHTS assay for re-activators of p53 using a Luc reporter; Potency, µM (doses to about 92.2 µM), for the others: at the highest dose activity change, positive = activation, actives largely listed as activators; AID 504706, 2011; hit rate 0.063% among 320,000; H1299 p53-A138V BP100-luciferase reporter, luminescence, 24 h; also: potency is read from the fitted curve at half-maximal effect; % of control where 0% means no effect; nearly all actives have a fitted effect of over 45% in size
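p53-null H1299 cells stably carrying temperature-sensitive p53-A138V and a BP100-luciferase reporter were pinned with compounds (4-point, 1:5 series) and held 24 hrs at 37 deg C. Luminescence was read 10 min after detection reagent.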
BRCA1 expr act: qHTS Assay to Identify Small Molecule Activators of BRCA1 Expression; MCF7-BRCA1-FFLuc reporter, luminescence, 48 h; response scale: scaled: vehicle 0%, 10 µM genistein 100%; Potency, µM (titrated, usually from 46.1 µM), for the others: at the top dose activation, usual class: activators; AID 624202, 2012; hit rate 1.1% among 380,000; also: potency is read from the fitted curve at half-maximal effect; nearly all actives have a fitted effect of over 80% in size; some results filed as inactive show a strong effect at the top dose
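Activators of BRCA1 expression were detected as increased firefly luciferase luminescence in engineered MCF7 cells after 48 h compound incubation. Signals were scaled to genistein 10 microM as full activation.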
B2AR arrestin: qHTS assay of beta-arrestin-biased ligands of beta2-adrenergic receptor. Beta-2 adrenergic receptor (Homo sapiens), P07550. beta-arrestin recruitment to beta2AR, cell-based reporter. Potency, µM (doses to about 46.1 µM), for inactives: at the highest dose activation, hits mostly activators. hit rate 0.02% among 330,000. AID 492947, 2010;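 also: potency is read from the fitted curve at half-maximal effect; 0% = DMSO controls and full agonism = EC100 isoproterenol or metaproterenol; nearly all actives have a fitted effect of over 65% in size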
Target sequence (P07550 whole entry, looked up): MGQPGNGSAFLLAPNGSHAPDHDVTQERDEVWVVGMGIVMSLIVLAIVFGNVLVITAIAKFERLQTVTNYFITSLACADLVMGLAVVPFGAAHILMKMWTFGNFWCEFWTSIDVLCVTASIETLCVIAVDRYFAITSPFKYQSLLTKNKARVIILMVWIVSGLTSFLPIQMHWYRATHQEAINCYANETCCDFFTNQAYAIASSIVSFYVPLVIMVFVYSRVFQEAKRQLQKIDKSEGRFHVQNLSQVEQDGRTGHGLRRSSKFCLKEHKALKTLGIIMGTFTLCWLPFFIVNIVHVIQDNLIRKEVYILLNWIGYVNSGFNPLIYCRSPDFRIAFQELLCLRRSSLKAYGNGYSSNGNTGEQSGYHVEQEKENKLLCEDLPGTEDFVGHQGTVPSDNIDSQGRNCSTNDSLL
CXXC DNA block: qHTS Fluorescence Polarization Assay for Inhibitors of MLL CXXC domain - DNA interaction; MLL-CXXC / FITC-HOXA9 DNA fluorescence polarization; AID 2662, 2010; hit rate 0.037% among 290,000; Potency, µM (titrated, usually from 115 µM), for the others: at the highest dose activity change, negative = inhibition, hits mostly inhibitors; Histone-lysine N-methyltransferase 2A (Homo sapiens), Q03164; active = well fitted inhibition curve with a large enough effect in the polarisation, with a control signal flat, not every such curve was filed as active; inconclusive = small, poorly fitted or top-dose-only effect, or effect the other way, or a change in a side signal; inactive = no such curve, though single readings can be large or run the other way; the % refers to the polarisation; also: potency is read from the fitted curve at half-maximal effect
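Steps: dispense CXXC domain solution (7 uM) → pin compounds or unlabeled HOX-A9 DNA control → 5 min ambient → add FLSN-HOX-A9 solution (50 nM) → spin → 30 min ambient → fluorescence polarization. Tris pH 7.5/NaCl/DTT/BSA buffer.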
a7 integrin act: qHTS for Activators of Integrin-Mediated Alleviation for Muscular Dystrophy; alpha7betagal myoblasts, beta-gal FDG fluorescence, 48 h; Potency, µM (doses to about 38.3 µM), inactives show at the top dose activation, most hits filed as activators; hit rate 0.064% among 350,000;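 also: potency is read from the fitted curve at half-maximal effect; 100% = response of the positive control SU9516; nearly all actives have a fitted effect of over 60% in size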
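alpha7betagal+/- myoblasts (passage 13, 250/well) treated 48 h at 37C with compounds at 1:260 dilution of DMSO stock. Lysed, then beta-galactosidase activity read as FDG fluorescence (ex 480/em 540) after 30 min, with pre-read for autofluorescence.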
AT treatment: qHTS Assay for Identifying a Potential Treatment of Ataxia-Telangiectasia. […] A-T fibroblasts, KAP-1 phosphorylation AlphaLISA; neocarzinostatin DNA damage 30 min before lysis. Potency, µM (titrated, usually from 57.5 µM), for inactives: at the highest dose activation, hits mostly activators. hit rate 0.19% among 320,000. AID 485349, 2010; also: potency is read from the fitted curve at half-maximal effect; % of control where 0% means no effect; nearly all actives have a fitted effect of over 45% in size
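hTERT-immortalized A-T patient fibroblasts ([…]), 500 cells/well in OPTI-MEM, 1% FBS, got compounds for 60 min, then NCS for 30 min at 37C. Lysates were then assayed for phospho-KAP-1 by AlphaLISA (anti-pKAP1 donor, anti-KAP1 acceptor beads), 6 hr at 25C.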
TRPV1 agonist: HTS Assay for Compounds that Act as Agonists of the Vanilloid Receptor 1. Transient receptor potential cation channel subfamily V member 1 (Homo sapiens), Q8NER1. TRPV1-expressing cells, Fluo-8 calcium influx, agonist mode. activation, % at 8.33 µM. hit rate 0.19% among 320,000; in the data active = activation above about 80%; inconclusive = between about 30% and that limit; also: 0% is about no effect
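TRPV1-expressing cells were cultured overnight at 35.5C and loaded with Fluo-8 calcium dye for 40 to 90 min at room temperature. After a 10 s baseline, compound was added and calcium influx was read kinetically for 3 min (ex 480/em 520 nm).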
TSG101-PTAP inh: qHTS Assay for Iinhibitors of HIV-1 Budding by Blocking the Interaction of PTAP/TSG101. Tumor susceptibility gene 101 protein (Homo sapiens), Q99816. 340,000 tested, under 10 active. AID 493005, 2010. Fluorescence polarization, FITC-PTAP peptide / Tsg101 binding. Potency, µM (titrated, usually from 115 µM), without a hit: at the top dose activity change, negative = inhibition, most hits filed as inhibitors; active = well fitted inhibition curve with a large enough effect in the main read-out, with a control signal flat, not every such curve was filed as active; inconclusive = small, poorly fitted or top-dose-only effect, or effect the other way, or a change in a side signal; inactive = no such curve, though single readings can be large or run the other way; also: potency is read from the fitted curve at half-maximal effect; % of control where 0% means no effect
Target sequence (Q99816 whole entry, looked up): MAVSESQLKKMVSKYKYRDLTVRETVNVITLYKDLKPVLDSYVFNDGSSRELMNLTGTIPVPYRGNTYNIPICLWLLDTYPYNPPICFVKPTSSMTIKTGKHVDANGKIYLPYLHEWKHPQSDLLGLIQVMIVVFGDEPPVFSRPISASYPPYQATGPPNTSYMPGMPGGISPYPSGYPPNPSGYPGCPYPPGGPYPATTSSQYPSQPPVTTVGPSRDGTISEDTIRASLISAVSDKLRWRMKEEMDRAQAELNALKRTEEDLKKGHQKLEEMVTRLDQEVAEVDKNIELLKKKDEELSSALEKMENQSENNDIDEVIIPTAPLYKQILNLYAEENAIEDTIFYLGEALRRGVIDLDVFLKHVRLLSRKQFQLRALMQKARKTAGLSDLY
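Steps: Tsg101 binding domain dispensed (10 uM final), compounds pinned in DMSO, FITC-labeled PTAP-motif peptide added (50 nM final); after 20 min binding at room temperature, polarization measured.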
* = called active by the depositor; ? = inconclusive; nt = not tested or not shown; [ ] = dose if it differs, or a comment. Unless noted, calls follow the shape of the dose curve; as a rule, active = well fitted curve in the direction sought with a large enough effect; inconclusive = small, poorly fitted or top-dose-only effect, or another doubt; inactive = no such curve, though single readings can be large; an effect the other way counts as inactive or inconclusive.

compound | TCR act | ELG1 repair inh | p53 reactivator | BRCA1 expr act | B2AR arrestin | CXXC DNA block | a7 integrin act | AT treatment | TRPV1 agonist | TSG101-PTAP inh
O=C1COc2ccc(C(=O)COC(=O)c3ccc4ccccc4n3)cc2N1 | -4% | -1% | 3% | -5% | -0.8% | 2% | -5% | 5% | 2 | 8%
O=C(NN1CCOCC1)c1cnn2c(C(F)F)cc(-c3ccccc3)nc12 | -10% | -18% | -1% | -16% | 0.3% | 1% | -20% | 1% | 0 | -6%
C/C(=C1/C(=O)N(c2ccc([N+](=O)[O-])cc2)N=C1c1ccccc1)N(C)C | nt | 0% | ? | nt | -0.7% | -7% | nt | -3% | 1 | nt
CCN(CCCNC(=O)C1CCN(S(=O)(=O)c2cnc[nH]2)CC1)c1ccccc1 | -3% | -3% | 18% | 2% | -0.8% | -1% | 17% | 11% | -12 | 0%
COc1cc([C@@H]2CC=C(C(=O)O)[C@H](c3ccc(Cl)cc3)N2S(=O)(=O)c2ccc(C)cc2)cc(OC)c1OC | 0% | 3% | 22% | -9% | 0.1% | nt | 11% | -9% | 4 | -8%
Nc1cc(=O)[nH]c(SCC(=O)Nc2ccc(S(=O)(=O)N3CCCCC3)cc2)n1 | -3% | ? | 5% | 3% | -0.1% | -4% | -22% | 2% | 0 | -2%
O=C(NCc1ccccc1)N1CCN(c2ccccc2)CC1 | 2% | -2% | nt | 12% | -0.1% | -4% | 23% | -1% | ? | -4%
Cc1nc2ccc(C(=O)OCc3nnc(-c4ccccc4)o3)cc2nc1C | 0% | 3% | nt | 11% | -0.1% | -3% | 0% | 4% | 5 | -1%
CCOc1ccc(OCC)c(NC(=O)C2CCCN(C(=O)c3ccc(Cl)cc3)C2)c1 (stereo not given) | -2% | -24% | -4% | -25% | 0.0% | nt | -20% | 3% | 24 | 0%
COCC(=O)Nc1cc(C(=O)NCC(C)C)ccc1Cl | 2%[46.1 µM] | -9% | 2% | 3% | -0.3% | -4% | 0% | 7% | 4 | 0%
Cc1ccc(CSc2ncnc3ccccc23)cc1 | nt | -2% | 25% | 79% | -0.4% | -25% | ? | 30% | -1 | -1%
CCCC(=O)Nc1nnc(/C=C/c2ccccc2)s1 | 0% | ? | 23% | 90% | -0.3% | 7% | 32% | -2% | 0 | -4%
O=C(c1ccccc1)C1CCN(C(=O)C2CCC(=O)N(Cc3ccccc3F)C2)CC1 (stereo not given) | 6% | -2% | 6% | 1% | 4.8% | 7% | -25% | -1% | 2 | -6%
COc1ccc(C2(O)CN(c3ccc(C)cc3)C3=[N+]2CCCC3)cc1 (stereo not given) | 4% | -13% | -1% | -1% | 0.3% | -2% | 0% | 0% | 0 | 1%
O=c1c2ccccc2oc2cc(NCCCn3ccnc3)ccc12 | -2% | ? | nt | ? | -0.4% | -2% | 24% | ? | 4 | -2%
CCC1CN(C(=O)NCc2ccccc2)c2ccccc2O1 (stereo not given) | 5% | -7% | 4% | -3% | -0.4% | 6% | -23% | 6% | ? | 0%
CC(C)[C@]1(c2ccccc2)ON(c2ccccc2C(F)(F)F)C1=O | nt | 0% | 3% | nt | 0.0% | nt | nt | 8% | 12 | nt
CCN(CC)CCNC(=O)C(=O)NCC1OCCN1C(=O)c1ccc2c(c1)OCO2 (stereo not given) | 5%[46.1 µM] | 17% | 1% | nt | -1.3% | 1% | nt | 8% | 2 | nt
O=C1NC(=O)C2(Br)Nc3ccc(Br)cc3C(=O)C2N1 (stereo not given) | 6% | nt | nt | 3% | nt | nt | ? | nt | nt | -6%
O=C(c1ccc2c(c1)CCN2S(=O)(=O)c1ccccc1)N1CCN(c2ccccc2F)CC1 | -4% | 11% | -4% | -3% | -0.2% | -8% | -5% | 0% | 1 | 4%
COc1ccc(C(C#N)N2CCOCC2)cc1 (stereo not given) | 1%[46.1 µM] | -1% | -1% | -19% | 0.1% | -5% | 8% | -1% | 0 | -1%
CCOC(=O)c1nnn(-c2nonc2N)c1-c1ccc(OC)cc1 | -9% | -3% | -8% | 5% | 0.0% | 4% | 13% | 5% | 3 | -3%
COc1cc(Cl)ccc1OCc1cc(C(=O)N(C)CCc2c(C)n[nH]c2C)no1 | 10% | 14% | -9% | -11% | 0.4% | 2% | -20% | 3% | -3 | 1%
CC1(C)C2CCC1(CS(=O)(=O)N1CCC(C(=O)O)CC1)C(=O)C2 (stereo not given) | 4% | 0% | 1% | 12% | -1.0% | 0% | -6% | -1% | 2 | -3%
N#Cc1ccc(N2C(=O)[C@@H]3C(C(=O)c4ccc5ccccc5n4)=NN[C@@H]3C2=O)cc1 | -1%[46.1 µM] | 13% | -1% | -26% | -0.2% | 1% | ? | -5% | 3 | -1%
Cc1ccc(OCC(=O)NCCO)c(Br)c1 | 0% | 15% | 7% | 58% | -2.2% | -13% | 4% | 0% | 3 | 1%
O=C(NC(=S)NNC(=O)c1cccs1)c1ccccc1 | 4% | 13% | 17% | -34% | -0.6% | ? | -37% | 11% | -2 | -2%
C=CCn1c(SCC(=O)Nc2ccc(OC)cc2)nc2c([nH]c3ccccc32)c1=O | 3% | ? | 2% | -24% | -0.9% | -3% | 18% | 2% | -1 | 0%
CCCCNc1c(-c2ccc(OC)c(SC(C)CC)c2)nc2cnccn12 (stereo not given) | -6% | nt | nt | -61% | nt | nt | -19% | nt | nt | -10%
Cn1c(N)c(C(=O)COC(=O)Cc2ccc(Cl)c(Cl)c2)c(=O)n(C)c1=O | nt | -15% | 1% | -21% | 0.1% | nt | 20% | 9% | nt | -3%

Next section, starting with the last 2 of the part before.
compound | TCR act | ELG1 repair inh | p53 reactivator | BRCA1 expr act | B2AR arrestin | CXXC DNA block | a7 integrin act | AT treatment | TRPV1 agonist | TSG101-PTAP inh
CCCCNc1c(-c2ccc(OC)c(SC(C)CC)c2)nc2cnccn12 (stereo not given) | -6% | nt | nt | -61% | nt | nt | -19% | nt | nt | -10%
Cn1c(N)c(C(=O)COC(=O)Cc2ccc(Cl)c(Cl)c2)c(=O)n(C)c1=O | nt | -15% | 1% | -21% | 0.1% | nt | 20% | 9% | nt | -3%
CC(C)(C)NC(=O)C(c1ccc(-c2ccccc2)cc1)N(C[C@H]1CC[C@@H]([C@@H]2CC[C@H](CO)O2)O1)C(=O)c1ccc2ccccc2c1 (stereo not given in full) | 3%[46.1 µM] | ? | 5% | -71% | -0.2% | nt | 0% | 12% | nt | -6%
CCn1c(CNc2ccccc2Cl)nnc1SCC(=O)NCc1ccccc1 | nt | 1% | 28% | 2% | -0.4% | -10% | -22% | 1% | -1 | 0%
CN(C(=O)c1ccc([N+](=O)[O-])cc1)c1ccccc1C(=O)NCc1ccccc1 | 5% | -3% | nt | -8% | -0.5% | -4% | 3% | 2% | 3 | -1%
COc1ccccc1-c1sc2ccccc2c1-c1ccc2c(c1)OCCO2 | 2% | ? | -1% | -4% | -0.9% | nt | -4% | 1% | -5 | 0%
O=C(N/N=C1\CCSC1)c1cc(Cl)ccc1O | 5% | -7% | ? | 1% | 0.0% | 8% | -7% | -5% | 0 | -4%
COC(=O)C1(C(=O)OC)Sc2ccccc2C1=O | -3% | 4% | -8% | 10% | -0.9% | 5% | 3% | -2% | -1 | -4%
CCN1CCN(C(c2ccc(OC)cc2)c2nnnn2Cc2ccc3c(c2)OCO3)CC1 (stereo not given) | -4% | -10% | -2% | -3% | -0.4% | 11% | -43% | 3% | 5 | -2%
CCC(Sc1nc(C)cc(C)n1)C(=O)NC1=NN=C(c2ccc(C)cc2)CS1 (stereo not given) | 1% | ? | -7% | -71% | 0.0% | 4% | -59%[inhibitor] | -10% | 13 | -4%
Cc1ncn(-c2ccc(C(=O)Oc3ccccc3)cn2)n1 | 7% | 15% | 4% | -3% | -0.2% | 3% | 3% | 3% | 6 | -1%
O=C(OCC(=O)c1c[nH]c2ccccc12)c1ccc(Br)o1 | -7% | ? | 16% | -17% | 0.2% | 12% | -7%[7.66 µM] | 1% | 1 | -5%
N#CC(=C(O)COC(=O)c1ccc2c(c1)OCCO2)c1nc2ccccc2[nH]1 | -12% | nt | nt | -51% | nt | nt | ? | nt | nt | 3%
CCCN1C(=O)/C(=N\OCC(=O)NCC(F)(F)F)c2ccccc21 | 6%[46.1 µM] | 3% | -13% | -23% | -0.7% | 10% | 6% | -3% | 10 | -3%
